# From PubChem BioAssay
# E coli growth = reduces bacterial viability in AddAB counter-screen; E. coli V3065 growth, OD600 absorbance, 18 h; inhibition, % at 11.9 µM; hit rate 0.27% among 330,000;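 active = inhibition above the campaign's mean inhibition across all tested compounds plus 3 SD, cut at about 9.9% in these data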;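 note: uninfected addAB+ strain grown without phage in ampicillin broth; 0% = DMSO wells and 100% = ciprofloxacin 0.95 µg/ml wells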
# PvdQ acylase = P. aeruginosa PvdQ acylase inhibition. purified PvdQ acylase, fluorescence plate reader. inhibition, % at 10 µM. hit rate 0.063% among 340,000; in the data active = inhibition above about 30%, passing the limit was not always enough;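 note: 0% = vehicle neutral wells and 100% = reference inhibitor wells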
# AddAB inh = less growth of phage-infected E. coli with AddAB | E. coli expressing H. pylori AddAB, absorbance growth | inhibition, % at 11.9 µM | hit rate 0.29% among 330,000 | AID 435030; in the data active = inhibition above about 12%;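 note: 0% = vehicle wells of infected cells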
# Wnt act = Wnt/beta-catenin pathway activation; Wnt/beta-catenin reporter cell assay, activator, plate reader; activation, % at 9.35 µM; hit rate 1.2% among 300,000; AID 743398; in the data active = activation above about 30%, passing the limit was not always enough;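 note: 0% = neutral control wells and 100% = positive control wells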
# Rtt109 HAT inh = inhibitors of Candida albicans Rtt109/Vps75 histone acetyltransferase; purified Rtt109/Vps75, ThioGlo CoA-SH fluorescence, 4 h; hit rate 0.16% among 330,000; inhibition, % at 34.9 µM; AID 540336;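 active = inhibition of at least 50% in every replicate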
# Target sequence (Q5AAJ8 whole entry, looked up): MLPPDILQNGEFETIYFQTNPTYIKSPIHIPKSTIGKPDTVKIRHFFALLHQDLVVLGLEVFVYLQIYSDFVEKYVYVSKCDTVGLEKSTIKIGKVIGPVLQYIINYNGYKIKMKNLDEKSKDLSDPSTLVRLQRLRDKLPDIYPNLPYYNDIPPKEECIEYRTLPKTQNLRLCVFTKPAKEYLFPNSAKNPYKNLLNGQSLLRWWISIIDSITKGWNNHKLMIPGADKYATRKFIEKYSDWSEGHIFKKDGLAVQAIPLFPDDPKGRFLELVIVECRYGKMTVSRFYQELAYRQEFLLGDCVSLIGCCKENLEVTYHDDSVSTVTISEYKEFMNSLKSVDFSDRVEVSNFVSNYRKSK
# Tat transport = E. coli Tat transport inhibition. E. coli MC4100 TorA-mCherry Tat export, fluorescence. inhibition, % at 10 µM. hit rate 0.036% among 340,000;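 active = mean replicate inhibition at least 50% and at least half of replicates individually reaching 50%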;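 note: exported cargo escapes ClpAP degradation while cytoplasmic cargo is degraded and loses fluorescence; 0% = median of neutral control wells and 100% = median of NaSCN control wells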
# phage Ecoli inh = E. coli growth loss with phage present; growth absorbance; inhibition, % at 11.9 µM; hit rate 0.26% among 360,000; AID 651602; in the data active = inhibition above about 11%
# PfHsp90 yeast 2 = reduces growth (ATP signal) of yeast expressing P. falciparum Hsp90; S. cerevisiae expressing PfHsp90, BacTiter-Glo ATP, 48 h; yeast lacking PDR1 and PDR3 efflux regulators; inhibition, % at 9.4 µM; hit rate 0.32% among 310,000; AID 504621;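 active = every replicate shows inhibition above about 80%, whatever the replicate mean, limit read from the data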;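 note: 0% = DMSO neutral controls and 100% = 20 µM radicicol positive controls; yeast relying on Plasmodium falciparum Hsp90 in place of its own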
# DAGLB inhibitor = blocks human DAGLB lipase activity | HEK293T DAGLB membrane lysate, EnzChek fluorogenic substrate | inhibition, % at 5.17 µM | hit rate 0.059% among 340,000 | AID 504411; in the data active = inhibition above about 34%;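 note: 0% = enzyme with vehicle and 100% = wells lacking enzyme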
# Target sequence (Q8NCG7 whole entry, looked up): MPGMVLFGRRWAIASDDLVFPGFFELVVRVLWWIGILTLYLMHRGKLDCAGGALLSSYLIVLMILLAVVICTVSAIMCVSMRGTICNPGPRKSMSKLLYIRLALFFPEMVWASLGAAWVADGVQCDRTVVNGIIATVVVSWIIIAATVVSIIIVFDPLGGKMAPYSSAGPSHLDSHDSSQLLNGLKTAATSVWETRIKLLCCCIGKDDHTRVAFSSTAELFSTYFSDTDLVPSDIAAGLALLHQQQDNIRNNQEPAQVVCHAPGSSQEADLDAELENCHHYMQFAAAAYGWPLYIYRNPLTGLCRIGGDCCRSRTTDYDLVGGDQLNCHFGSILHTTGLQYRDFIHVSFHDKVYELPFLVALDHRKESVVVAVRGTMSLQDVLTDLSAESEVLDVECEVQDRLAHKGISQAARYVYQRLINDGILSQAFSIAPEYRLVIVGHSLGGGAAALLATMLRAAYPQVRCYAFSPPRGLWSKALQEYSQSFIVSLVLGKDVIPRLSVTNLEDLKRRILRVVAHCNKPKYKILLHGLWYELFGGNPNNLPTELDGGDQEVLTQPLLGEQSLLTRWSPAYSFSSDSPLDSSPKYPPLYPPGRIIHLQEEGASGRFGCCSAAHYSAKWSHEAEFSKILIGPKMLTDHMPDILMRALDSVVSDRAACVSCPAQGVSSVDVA
# CAL PDZ inh = blocks peptide binding to human CAL PDZ domain; purified CAL PDZ, TMR-peptide fluorescence polarization, 1 h; inhibition, % at 20 µM; hit rate 0.02% among 330,000; AID 504414;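 active = highest replicate inhibition of at least 40%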;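 note: plate controls were DMSO neutral control wells for no effect and unlabeled competitor peptide control wells for full effect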
#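 material = purified tagged CAL PDZ domain construct (CerCALP) | compound dosing = 20 µM, one dose | times = 1 h at RT | measured by = fluorescence polarization from S- and P-plane intensities, G-factor corrected | read-out = inhibition from polarization loss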
# The depositor's hits bear a star; nt = no result given.
# Values run as follows: Tat transport	CAL PDZ inh	E coli growth	AddAB inh	phage Ecoli inh	PfHsp90 yeast 2	PvdQ acylase	DAGLB inhibitor	Wnt act	Rtt109 HAT inh
> COc1ccc(N2C(=O)/C(=C\c3ccco3)N=C2SCC(=O)NC(C)C)cc1Cl
    -4	-1.6	-0.9	1.3	1.8	24	-9	-2	-3	20
> O=C(c1ccco1)C(O)c1ccco1 (configuration not stated)
    2	-0.4	1.6	-0.6	0.4	4	-10	0	2	3
> Cc1ccccc1Nc1nc(N)nc(COC(=O)CCS(=O)(=O)c2ccccc2)n1
    -5	0.0	-3.4	2.8	3.0	nt	-7	-2	nt	5
> CC(C)(C)OC(=O)N1CCC[C@H]1C(=O)OCC(=O)Nc1cc(S(C)(=O)=O)ccc1Cl
    -5	-1.4	1.2	0.4	-0.7	-4	-15	-2	0	3
> C/C(CC(=O)Nc1cccc(F)c1)=N\NC(=O)c1ccncc1
    -4	-2.7	2.4	2.7	0.1	-11	-2	1	1	4
> CCSc1nc2c(c(=O)[nH]c(=O)n2C)n1CC(O)COc1ccccc1 (configuration not stated)
    1	-0.5	2.0	0.6	3.4	16	-16	4	-1	nt
> Cc1ccc(Nc2nc(N)nc(CN3CCN(c4ccccc4)CC3)n2)cc1Cl
    16	-1.5	-3.3	4.5	-2.7	16	-5	4	nt	0
> O=C(Cn1nc(C(=O)O)c2ccccc2c1=O)Nc1cc(S(=O)(=O)N2CCOCC2)ccc1Cl
    -5	0.0	-0.1	-0.6	1.6	-29	-14	-1	-1	-1
> CCC(C)[C@H](NC(=O)[C@@H]1Cc2ccccc2CN1C(=O)OC(C)(C)C)C(=O)NCC1CCC(C(=O)O)CC1 (some centres not stated)
    5	0.3	2.1	-0.4	2.6	8	4	-3	2	1
> COc1cc(C(=O)N[C@@H](C)C(=O)NCc2ccco2)cc(OC)c1OC
    -2	-0.9	0.4	-1.2	1.5	-14	1	1	-1	1
> Cc1ccc(OCc2ccc(C(=O)Nc3ccc(S(N)(=O)=O)cc3)o2)cc1
    4	-2.0	-2.2	-0.7	4.7	-7	1	-4	0	-7
> CN(Cc1ccc(O)cc1)C1CCCCC1
    4	nt	5.3	3.6	0.5	29	-5	0	-3	-4
> O=C(NCc1n[nH]c(=S)n1-c1ccccc1)c1ccc(S(=O)(=O)N2CCCCC2)cc1
    -2	-4.1	0.6	1.8	1.6	nt	-2	0	-2	-2
> c1ccc(-c2noc(-c3ccno3)n2)nc1
    -8	0.4	-1.6	-0.6	3.0	-13	-9	0	-1	-8
> Cc1onc(-c2ccccc2)c1-c1ccnn1S(=O)(=O)c1ccc(Cl)cc1
    1	0.1	-0.2	0.5	1.8	-7	12	-13	-3	3

# Ordered by number of heavy atoms (falling): some entries from above.
# Values run as follows: Tat transport	CAL PDZ inh	E coli growth	AddAB inh	phage Ecoli inh	PfHsp90 yeast 2	PvdQ acylase	DAGLB inhibitor	Wnt act	Rtt109 HAT inh
> O=C(Cn1nc(C(=O)O)c2ccccc2c1=O)Nc1cc(S(=O)(=O)N2CCOCC2)ccc1Cl
    -5	0.0	-0.1	-0.6	1.6	-29	-14	-1	-1	-1
> Cc1ccccc1Nc1nc(N)nc(COC(=O)CCS(=O)(=O)c2ccccc2)n1
    -5	0.0	-3.4	2.8	3.0	nt	-7	-2	nt	5
> COc1ccc(N2C(=O)/C(=C\c3ccco3)N=C2SCC(=O)NC(C)C)cc1Cl
    -4	-1.6	-0.9	1.3	1.8	24	-9	-2	-3	20
> CCSc1nc2c(c(=O)[nH]c(=O)n2C)n1CC(O)COc1ccccc1 (configuration not stated)
    1	-0.5	2.0	0.6	3.4	16	-16	4	-1	nt

# 2 entries from above, as comma-separated lines.
Structure,Tat transport,CAL PDZ inh,E coli growth,AddAB inh,phage Ecoli inh,PfHsp90 yeast 2,PvdQ acylase,DAGLB inhibitor,Wnt act,Rtt109 HAT inh
O=C(c1ccco1)C(O)c1ccco1 (configuration not stated),2,-0.4,1.6,-0.6,0.4,4,-10,0,2,3
C/C(CC(=O)Nc1cccc(F)c1)=N\NC(=O)c1ccncc1,-4,-2.7,2.4,2.7,0.1,-11,-2,1,1,4

# The list continues.
# Values run as follows: Tat transport	CAL PDZ inh	E coli growth	AddAB inh	phage Ecoli inh	PfHsp90 yeast 2	PvdQ acylase	DAGLB inhibitor	Wnt act	Rtt109 HAT inh
> O=C(Nc1ccc(Cc2ccncc2)cc1)C1CCC(N2C(=O)C3CC=CCC3C2=O)CC1 (configuration not stated)
    5	-0.2	-0.4	-0.1	-0.1	7	11	0	nt	-9
> COc1ccccc1CN1C[C@@H]2C[C@@H](c3cccc(C)c3)N3CCC[C@@]23C1=O
    0	-1.1	-1.5	3.4	2.8	11	-9	nt	-1	-4
> CCC(C)(C)NC(=O)c1ccc2c(c1)S(=O)(=O)c1ccccc1C2=O
    -2	-1.4	0.9	0.9	0.6	7	-16	-5	-4	8
> O=[N+]([O-])c1ccc(-c2nc3ccc([N+](=O)[O-])cc3[nH]2)cc1
    4	0.0	-1.9	-1.3	3.7	2	18	2	nt	12
> CC1CCCCC1NC(=O)Cn1nnc2ccccc2c1=O (configuration not stated)
    -4	-7.4	0.6	-1.2	2.5	27	-6	4	1	-6
> Cn1c(=O)[nH]c(=O)c2c1nc(N1CCN(C(c3ccccc3)c3ccccc3)CC1)n2CCO
    -4	-1.3	nt	nt	1.0	11	4	2	1	-5
> Cc1ccc(C)c(NC(=O)NC2CCCCCCC2)c1
    12	-2.4	-1.9	-0.6	1.8	-4	3	-3	0	-6
> CCc1nc(N)c(C#N)c(-c2cccc3ccccc23)c1C
    5	-0.7	-0.1	0.3	-2.3	-2	-20	-7	nt	-4
> COc1ccccc1NC(=O)c1cccc(S(=O)(=O)N2CCN(Cc3ccccc3)CC2)c1
    2	-0.4	0.9	-0.3	-0.4	-26	9	-3	-3	2
> COc1ccc(C(=O)COC(=O)C2COc3ccccc3O2)cc1F (configuration not stated)
    2	0.3	0.6	1.5	2.1	nt	3	-5	2	10
> COc1ccc(CCNC(=O)CCSc2nc(-c3ccco3)cc(C(F)(F)F)n2)cc1
    -6	-0.7	-0.7	-0.7	3.0	-14	8	-7	nt	12
> CCOC(=O)N1CCN(C(=O)c2nc3ccccc3s2)CC1
    -4	-3.1	-1.1	0.5	0.5	-25	-13	-3	nt	-15
> Cc1cc(OCC#N)nc(N)n1
    -6	0.7	1.9	-1.4	1.5	1	-5	-2	-2	-10
> Cc1cccc(NC(=O)Nc2ccc(C)c(C)c2)n1
    -2	-2.0	-2.5	-0.8	1.1	5	-1	2	35*	4
> O=C(CNC(=O)c1ccc(Cl)cc1Cl)OCCOc1ccccc1F
    0	0.0	3.4	3.0	1.9	-1	-8	-3	6	-4
> Cc1cccc(NS(=O)(=O)c2csc(C(N)=O)c2)c1C
    -3	0.1	-4.1	-0.2	-0.4	-5	-2	-1	-1	6
> Cc1nc2ncc(Br)cc2[nH]1
    -3	-1.4	3.0	4.6	5.2	-18	-1	4	-2	16
> CCOC(=O)C1CCN(C(=O)c2ccccc2NC(=O)c2ccc(Br)cc2)CC1
    -3	-2.5	2.0	0.1	3.7	-8	-1	-4	29	nt
> Cc1ccc(N2C(=O)C3C4C=CC(CNC(=S)Nc5ccc(Cl)cc5)(O4)C3C2=O)cc1 (configuration not stated)
    4	-2.0	0.0	1.3	3.7	105*	-1	1	-2	29
> O=[N+]([O-])c1ccc(S(=O)(=O)N2CCC3(CC2)OCCN3S(=O)(=O)c2cccs2)cc1
    -7	-1.6	0.8	1.8	4.8	nt	-17	2	28	-3
> Cc1cc(C)c(C)c(S(=O)(=O)N2CCNCC2)c1C
    -6	-1.1	-1.7	-4.0	5.1	-70	-10	-3	-9	-15
> Cc1ccc(SCc2cc(=O)c3c(=O)n(-c4ccccc4)[nH]c3[nH]2)cc1
    2	-2.4	-3.2	0.0	3.2	-2	4	19	-1	23
> COc1cccc(/C=N\NC(=O)c2sc(N)nc2C)c1OC
    -5	-1.5	-1.5	1.6	3.0	-1	-11	1	nt	1
> Cc1c(OCC(=O)NC(Cc2ccc(Cl)cc2)C(=O)O)ccc2c1oc(=O)c1ccccc12 (configuration not stated)
    4	-2.6	-1.5	1.9	2.6	-21	-10	1	-1	-5
> CC1(C)CNC(=O)C=C(c2ccccc2)C1
    6	-2.8	-1.8	0.6	1.1	0	14	-2	1	nt
> COc1ccc(C(=O)N2CCN(C3CCN(Cc4ccccc4)CC3)CC2)cc1OC
    -10	-1.0	-0.8	1.4	-0.7	-26	-13	-2	nt	0
> CS(=O)(=O)N1CCN(c2ccccc2NC(=O)c2cccnc2Cl)CC1
    -7	0.1	-3.8	1.0	1.3	-7	-10	-1	nt	-1
> CC(C)CNC(=O)CN1c2cccc3cccc(c23)S1(=O)=O
    7	-3.8	0.9	2.0	-0.3	-10	-26	1	-3	3
> Cc1ccc2c(C(=O)CSc3ccccc3)c(C)[nH]c2c1
    2	-0.6	1.4	4.2	1.2	-7	3	-3	nt	-4
> CCc1ccccc1NC(=O)CN1CCN(C(=O)CN2C(=O)NC3(CCCC3)C2=O)CC1
    -5	0.7	-1.9	4.3	2.4	-1	-5	0	12	-2
> COc1ccc(CCNC(=O)c2cc(S(=O)(=O)N3CCOCC3)ccc2F)cc1
    6	1.9	-0.2	3.7	0.2	nt	-6	3	0	5
> CC(C)NS(=O)(=O)c1ccc(OCC(=O)N2CCCC2)cc1
    17	-2.5	-1.1	-0.5	1.1	6	-5	3	3	-2
> O=C(Nc1ccc(F)cc1)Nc1ccccc1NS(=O)(=O)c1cccs1
    -5	-2.1	1.8	1.1	4.1	7	-5	2	-8	-4
> CC1CCN(Cc2csc(N)n2)CC1
    3	-1.3	-1.0	-3.7	-1.6	-25	6	-1	nt	-6
> Cc1cc(C)n2nc(C(=O)NC(c3ccccc3)c3ccccc3)nc2n1
    -3	5.5	0.0	2.8	0.3	-2	-7	2	-3	-26
> Cc1ccc(N(C(=O)c2snc(C(N)=O)c2N)C(C(=O)NC2CCCC2)c2ccc(C)o2)cc1 (configuration not stated)
    0	-2.0	-1.8	2.0	1.2	-31	2	-4	-2	10
> CN(CCOc1ccc(Br)cc1)CC(O)COc1ccc(C#N)cc1 (configuration not stated)
    2	-1.3	-1.8	3.7	3.7	-22	-3	3	1	9
> O=C(COC(=O)c1ccc(Cl)c([N+](=O)[O-])c1)NC1CCCC1
    -5	0.2	-2.4	-1.7	1.5	18	-2	-2	1	8
> CCCCC(=O)Nc1nnc(SCC(=O)NC2CC2)s1
    1	-3.4	-1.7	0.7	0.6	21	-6	-2	-5	-14
> CC(C)(C)C1CCc2c(C(=O)NNC(=O)CCC(=O)O)csc2C1 (configuration not stated)
    17	-3.4	0.1	1.2	3.9	-1	3	4	-2	3
> O=C(NCCS(=O)(=O)N1CCN(Cc2ccccc2)CC1)c1ccc(F)cc1
    6	-0.5	-0.5	-3.6	2.6	22	-7	-2	-2	7
> CCN(CC)C(=O)CCc1nc2sc3c(c2c(=O)[nH]1)CCCC3
    -1	nt	-1.6	1.0	3.4	nt	7	1	nt	-3
> COc1ccccc1C(c1nnnn1C(C)(C)C)N1CCCCCC1 (configuration not stated)
    -2	-0.5	-1.1	-0.3	1.5	-6	-6	-3	nt	2

# Two compounds from above, showing only Tat transport:
Structure	Tat transport
COc1ccccc1C(c1nnnn1C(C)(C)C)N1CCCCCC1 (configuration not stated)	-2
CS(=O)(=O)N1CCN(c2ccccc2NC(=O)c2cccnc2Cl)CC1	-7
